Screening results from PubChem.
NOD2 inhibition = inhibition of NOD2-driven NF-kB reporter – cell-based, luminescence, uHTS, HEK293 (AID 1566) | inhibition, % at 4 µM, or EC50 in µM where a hit was titrated | 290,000 compounds, 0.63% hits | HEK293 NOD2/NF-kB luciferase reporter, luminescence; higher % means a stronger effect; note: many of its hits are not listed in these tables
LYP inhibition = inhibitors of LYP phosphatase, biochemical, fluorescence intensity, uHTS (AID 1779); recombinant LYP phosphatase, fluorescence intensity; higher % means a stronger effect; inhibition, % at 11.5 µM, or IC50 in µM where a hit was titrated; 290,000 compounds, 0.054% hits;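 note: plate controls were vehicle with enzyme for no effect and no enzyme for full effect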
HIV peptide binding = inhibitors of HIV fusion peptide binding, primary screen, biochemical, uHTS, fluorescence dequenching (AID 1986); 290,000 compounds, 0.3% hits; inhibition, % at 20 µM; hits with a dose series show IC50 in µM; cell-free peptide binding, fluorescence dequenching, 30 min; higher % means a stronger effect; in the data active = inhibition mostly above about 52%, no sharp cut-off; inactive = mostly below about 76%; note: some results filed as inactive read as strong as hits
Myeloid diff 2 = promotes myeloid progenitor differentiation. calls only at 10 µM. 360,000 compounds, 1% hits. ER-HoxA9 myeloid progenitors, lysozyme-GFP differentiation, flow cytometry;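 active = normalized GFP-positive differentiation at or above the plate's own cutoff, the solvent-only control mean plus 3 SD; inconclusive = no clear call, values can overlap the other calls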;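 note: cells exposed to compound for four days before flow analysis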
Lipid droplet = hepatic lipid droplet formation modulation; AML12 mouse hepatocytes, oleate lipid droplets, BODIPY imaging; inhibition, % at 6.5 µM; 240,000 compounds, 0.4% hits; AID 1656;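 active = lipid droplet intensity inhibited by at least 50%, with more than 500 cells counted; inconclusive = wells with under 300 cells, treated as cytotoxic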
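Assay system: AML12 mouse liver cells | Compound: 6.5 µM single-point dosing | Schedule: Overnight exposure | Technique: Fluorescence imaging, 20x objective, two fields per well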
AID2073 = disruptors of CaV2.2 binding to Mint1 – biochemical, HTRF (AID 2073); 290,000 compounds, 0.19% hits; one-dose inhibition, % at 20 µM; IC50 in µM for titrated hits; HTRF protein-protein interaction, Mint1-CaV2.2; higher % means a stronger effect; in the data active = inhibition mostly above about 51%, no sharp cut-off; inconclusive = no clear call, values can overlap the other calls; inactive = mostly below about 53%; note: some results filed as inactive read as strong as hits
XIAP displacement = XIAP antagonists, biochemical, IAP family, fluorescence polarization (AID 1018); 200,000 compounds, 0.007% hits; XIAP BIR domain, fluorescence polarization peptide displacement; higher % means a stronger effect; displacement, % at 20 µM; hits with a dose series show IC50 in µM; in the data active = displacement above about 50%; note: a part of the inactive calls stands beside numbers as strong as those of hits
Siah-1 displacement = blockers of Siah-1 interaction with plectin peptide – biochemical, fluorescence polarization, rhodamine-plectin, uHTS, primary screen (AID 1817); Siah-1 / rhodamine-plectin peptide fluorescence polarization; higher % means a stronger effect; displacement, % at 20 µM; hits with a dose series show IC50 in µM; 290,000 compounds, 0.02% hits;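 active = displacement of at least 50% at 20 µM, with a fluorescence ratio check between 0.3 and a set limit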;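 note: plate controls were Siah plus tracer with DMSO for no effect and tracer alone without Siah for full effect; strong numbers were not always called active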
Dengue-2 NS5 capping = Dengue-2 NS5 methyltransferase inhibitors, primary screen, biochemical, confirmation dose response (AID 588689). inhibition, % at 25 µM, or IC50 in µM where a hit was titrated. 340,000 compounds, 0.3% hits. Dengue-2 NS5 methyltransferase capping enzyme assay, biochemical; higher % means a stronger effect; in the data active = a potency from the dose series; inconclusive = inhibition above about 29% without an active follow-up result
Lipid droplet cells 6.5 µM = second read-out of Lipid droplet, no call of its own (marks repeat the call); cell count; measured here: cell count, cytotoxicity flag;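 cells counted across two imaged fields per well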
Dengue-2 NS5 capping pilot replicate = also measured in Dengue-2 NS5 capping; calls as there; inhibition, %; measured here: pilot screen replicate inhibition
Myeloid diff 2 GFP+ MAC1+ % = recorded beside Myeloid diff 2, whose call it bears; GFP+ MAC1+ double positive, %; measured here: differentiation confirmed by MAC1 staining
Starred values were filed as active, the others as inactive; i = inactive; ? = inconclusive; . = no result given; + = active, no number. Cut-off read from the data, not from the text of the source, unless noted: active = inhibition above about 50%; inactive = the rest. These rows are one share of the data. The share of hits here may be higher or lower than overall.

SMILES	NOD2 inhibition	LYP inhibition	HIV peptide binding	Myeloid diff 2	Myeloid diff 2 GFP+ MAC1+ %	Lipid droplet	Lipid droplet cells 6.5 µM	AID2073	XIAP displacement	Siah-1 displacement	Dengue-2 NS5 capping	others
CCOc1cc(-c2c(C#N)c(N)nc3c2CCCC3C)ccc1O (centres undefined)	-7%	-3%	-1.5%	i	2.6	1	752	0%	-1.7%	1%	-1%
COc1ccc(CNC(=O)c2ccc(Cn3nc(C)c([N+](=O)[O-])c3C)o2)cc1	21%	-2%	-1.4%	i	0.9	6	699	13%	-4.6%	6%	-2%
O=C(CC1CCS(=O)(=O)C1)NC1CCCCC1 (centres undefined)	16%	20%	-1.1%	i	0.5	.	.	-2%	-1.6%	4%	-6%
O=c1[nH][nH]c(-c2ccccc2)c1C=Nc1ccccc1Cl	-2%	-6%	-0.9%	i	0.2	.	.	-3%	-6.7%	7%	-8%
COc1ccccc1N1CCN(CC(=O)c2c[nH]c3ccccc23)CC1	17%	-4%	-0.1%	i	0.2	-5	704	-11%	.	-5%	-7%
[O-]/[N+](=C\c1ccc(F)cc1)c1ccccc1	-16%	-3%	-2.0%	i	7.2	-2	793	-21%	-3.0%	-1%	3%
Cc1ccc(OCc2cc(C(=O)N(C)CCc3nc4ccccc4[nH]3)no2)cc1C	2%	0%	3.5%	i	2.2	-18	676	8%	.	0%	-2%
O=C(NCCc1ccc(F)cc1)c1cc(-c2ccncc2)nc2ccccc12	7%	-8%	1.9%	.	.	-12	703	2%	.	14%	.
CC(NC(=O)c1ccc(Cl)cc1)c1nnc(SCC(=O)NC2=NCCS2)n1C (centres undefined)	14%	-12%	1.1%	?	.	12	839	-4%	.	2%	0%
O=[N+]([O-])c1cc([N+](=O)[O-])c2nonc2c1Nc1ccccc1O	22%	-8%	6.2%	+	3.3*	-8	828	-17%	.	-6%	10%
CN1CCN(c2ccc(NC(=O)c3ccc4c(c3)OCO4)cc2)CC1	-41%	-1%	4.6%	i	0.1	.	.	-10%	-4.1%	-3%	1%
CSc1nnc(-c2ccc(S(=O)(=O)N3CCOCC3)cc2)n1C	19%	-15%	-0.2%	i	0.1	21	769	4%	.	0%	8%
Cc1ccc(S(=O)(=O)Cc2cccc(C(=O)N3CCOCC3)c2)cc1	4%	-3%	1.4%	i	0.8	-35	627	-3%	-7.6%	-4%	-3%
COc1ccc(C(=O)CN2C(=O)c3ccccc3C2=O)c(OC)c1	7%	-12%	-2.8%	i	0.6	15	735	-4%	.	2%	-5%
COc1ccc(C(=O)C2CCCN(C(=O)c3cccc(N4CCCC4=O)c3)C2)cc1OC (centres undefined)	6%	-8%	-0.2%	?	.	-1	609	0%	.	2%	-5%
COc1cc(NC(=O)c2cccc(Br)c2)nc(OC)n1	-3%	-9%	-0.4%	i	0.4	13	734	0%	-20%	0%	-3%
O=C(O)CN1C(=O)/C(=C\c2cc(Br)ccc2OCc2ccc(F)cc2)SC1=S	6%	0%	11µM*	i	0.5	-6	812	-1%	.	2%	31µM*
CC(C)CNC(=O)CC(=O)N/N=C/c1ccc(F)cc1	7%	-10%	-3.0%	i	0.9	0	769	-1%	-4.2%	-5%	-1%
Cc1c(Cc2ccccc2)c(=O)oc2cc(OC(=O)c3ccccc3)ccc12	-12%	-1%	-2.0%	i	2.6	8	753	13%	0.5%	1%	5%
Nc1nc(Nc2ccc(Cl)cc2Cl)nc(C(F)(F)F)n1	-43%	2%	-1.2%	i	0.3	12	727	3%	-3.6%	5%	-3%
COc1ccccc1CN1CCCC(CN(CCN(C)C)C(=O)c2ccc(C)cc2)C1 (centres undefined)	13%	-10%	-0.7%	i	0.1	2	778	-3%	.	-2%	-5%
O=C(Nc1ccc2c(c1)OCO2)c1cccc(Cl)c1	-59%	-4%	-1.2%	i	0.4	5	773	-7%	-1.3%	0%	-5%
Cc1ccc(S(=O)(=O)N2CCOC2CNC(=O)C(=O)NCc2ccc(Cl)cc2)cc1 (centres undefined)	3%	2%	0.6%	i	1.1	-8	647	4%	.	0%	1%
O=C(NCCC1=CCCCC1)c1ccc2c(=O)n3c(nc2c1)CCCCC3	-7%	-5%	0.6%	i	2.3	.	.	1%	-1.0%	0%	-5%
COc1ccc(S(=O)(=O)N(Cc2ccccc2)Cc2nc3ccccc3c(=O)[nH]2)cc1	-8%	7%	0.3%	i	0.3	.	.	-1%	-2.7%	4%	-5%
CCN(CC)CCNC(=O)c1cc2c(-c3ccc(Cl)cc3)nn(C)c2s1	17%	-12%	-3.4%	+	12*	.	.	14%	-3.1%	1%	-9%
CC(C)C1=NN(C(=O)c2cccnc2)C(O)(C(F)(F)F)C1 (centres undefined)	-1%	-8%	-1.1%	i	0.9	.	.	18%	-3.3%	0%	-4%
N#Cc1c(Cl)nc2c(c1C#N)CCCC2	29%	-4%	-1.7%	i	0.8	-8	731	20%	.	2%	-7%
COc1ccc(CN2CCn3ncc(C(=O)Nc4cc(C)cc(C)c4)c3C2=O)cc1	45%	-8%	-2.5%	i	1.3	.	.	-2%	-8.6%	6%	-2%
CC(=O)N1CCN(c2ccc(NC(=O)c3ccc(N4CCCC4)c([N+](=O)[O-])c3)cc2Cl)CC1	31%	5%	-0.8%	i	5.6	16	629	1%	1.5%	-3%	-3%
COCC(=O)n1nc(-c2ccccc2)nc1NCc1ccc(N(C)C)cc1	-51%	-2%	-0.7%	i	0.4	4	699	-13%	0.2%	13%	2%
CCOC(=O)c1cnc(-n2nc(C)cc2C)nc1N(CC)CC	-12%	2%	-0.2%	i	0.6	-10	734	1%	-4.8%	4%	0%	Dengue-2 NS5 capping pilot replicate=-1.1
CCOc1ccc(CN(C(=O)c2cccs2)C2CCS(=O)(=O)C2)cc1 (centres undefined)	5%	-8%	0.3%	i	0.8	8	836	11%	.	2%	5%
CCCCNC(=O)COc1ccccc1C(=O)c1cc(C#N)c(=O)n(CCOC)c1	18%	3%	1.2%	i	0.8	-22	663	7%	-18%	7%	-6%
CC(C)Cc1nnc(NC(=O)C2CC(=O)N(Cc3ccccc3)C2)s1 (centres undefined)	-2%	-6%	-1.3%	i	1.3	4	830	-3%	.	5%	0%
COc1ccc(CCNC(=O)Cn2nc(C(=O)O)c3ccccc3c2=O)cc1OC	-12%	-6%	-0.5%	i	0.4	14	688	2%	-9.3%	-8%	-8%
O=C(c1ccc(Br)cc1)N1CCCC(c2nc(-c3cccs3)no2)C1 (centres undefined)	21%	-2%	-1.3%	i	0.4	-9	743	-9%	-4.0%	-1%	-2%
Cc1ccc(NC(=O)C(CC(C)C)NC(N)=O)cc1Cl (centres undefined)	-3%	-8%	1.7%	i	0.4	8	641	13%	-7.1%	4%	11%
CC(C)(O)C(=O)NN(C(=O)c1ccccc1)c1cccc(Br)c1	11%	-1%	-2.1%	i	1.2	.	.	3%	-1.6%	0%	-5%
CCn1nnnc1SCC(=O)Nc1ccc(OC)cc1	20%	-4%	-0.2%	i	1.6	7	759	8%	-9.5%	7%	4%

Structures from the list above that have a cyano group:
SMILES	NOD2 inhibition	LYP inhibition	HIV peptide binding	Myeloid diff 2	Myeloid diff 2 GFP+ MAC1+ %	Lipid droplet	Lipid droplet cells 6.5 µM	AID2073	XIAP displacement	Siah-1 displacement	Dengue-2 NS5 capping	others
CCOc1cc(-c2c(C#N)c(N)nc3c2CCCC3C)ccc1O (centres undefined)	-7%	-3%	-1.5%	i	2.6	1	752	0%	-1.7%	1%	-1%
N#Cc1c(Cl)nc2c(c1C#N)CCCC2	29%	-4%	-1.7%	i	0.8	-8	731	20%	.	2%	-7%
CCCCNC(=O)COc1ccccc1C(=O)c1cc(C#N)c(=O)n(CCOC)c1	18%	3%	1.2%	i	0.8	-22	663	7%	-18%	7%	-6%

Following part.
SMILES	NOD2 inhibition	LYP inhibition	HIV peptide binding	Myeloid diff 2	Myeloid diff 2 GFP+ MAC1+ %	Lipid droplet	Lipid droplet cells 6.5 µM	AID2073	XIAP displacement	Siah-1 displacement	Dengue-2 NS5 capping	others
CCc1ccc(-c2nc(CN3CCC(C(=O)NCc4ccc(F)cc4)CC3)c(C)o2)cc1	-4%	-5%	-0.4%	i	1.0	.	.	-6%	-3.7%	-2%	-5%	Dengue-2 NS5 capping pilot replicate=1.7
O=C(NCCc1ccccc1)C1CCN(S(=O)(=O)c2ccc(-n3cnnn3)cc2)CC1	-26%	1%	0.9%	i	0.5	.	.	-3%	-3.6%	-1%	2%
COc1ccccc1CN1CCCC(C(=O)N(C)Cc2ccccc2)C1 (centres undefined)	-13%	-5%	1.0%	i	0.6	0	704	3%	-7.1%	5%	-1%
COc1ccc(C(=O)NC(=S)N2CCOCC2)cc1Br	4%	-14%	0.4%	i	1.0	-3	843	-10%	.	1%	-1%
COC(=O)c1sc(N)c(C(=O)OC)c1COC(=O)CCNS(=O)(=O)c1ccc(C)cc1	12%	-4%	-1.0%	i	5.2	-8	648	6%	-2.5%	3%	1%
CCc1ccccc1NC(=O)CN(C1CCCCC1)S(C)(=O)=O	1%	-1%	1.4%	i	0.3	-8	783	6%	.	3%	2%
CC(C)c1nc(SCC(=O)NC2CCCCC2)c2ccccc2n1	2%	-7%	1.7%	i	1.7	-13	817	27%	.	4%	0%
c1ccc2nc(-c3ccc(-n4ccnc4)cc3)ccc2c1	-125%	-8%	2.1%	i	0.9	2	662	7%	.	2%	1%
O=C(NNC(=S)NCc1ccccc1)c1ccc2c(c1)OCO2	4%	-2%	-2.0%	i	0.7	12	634	-30%	-6.6%	-2%	-2%
C=C(C)COc1ccc(-c2nc(N)ncc2-c2ccc(Cl)cc2)c(O)c1	3%	1%	-1.5%	i	0.4	.	.	19%	.	1%	-4%
Cc1ccc(-c2ccc(CCC(=O)O)n2-c2ccc(O)cc2)cc1	18%	-5%	9.9%	i	0.7	.	.	-19%	-1.5%	0%	-3%
Cn1c(N)c(C(=O)c2cc(-c3ccncc3)nc3ccccc23)c(=O)n(C)c1=O	-1%	-6%	0.0%	i	0.3	2	698	6%	-6.4%	-8%	4%

Four entries out of the list, arranged by length of the SMILES, falling.
SMILES	NOD2 inhibition	LYP inhibition	HIV peptide binding	Myeloid diff 2	Myeloid diff 2 GFP+ MAC1+ %	Lipid droplet	Lipid droplet cells 6.5 µM	AID2073	XIAP displacement	Siah-1 displacement	Dengue-2 NS5 capping	others
Cc1ccc(-c2ccc(CCC(=O)O)n2-c2ccc(O)cc2)cc1	18%	-5%	9.9%	i	0.7	.	.	-19%	-1.5%	0%	-3%
COc1ccccc1CN1CCCC(C(=O)N(C)Cc2ccccc2)C1 (centres undefined)	-13%	-5%	1.0%	i	0.6	0	704	3%	-7.1%	5%	-1%
CCc1ccccc1NC(=O)CN(C1CCCCC1)S(C)(=O)=O	1%	-1%	1.4%	i	0.3	-8	783	6%	.	3%	2%
COc1ccc(C(=O)NC(=S)N2CCOCC2)cc1Br	4%	-14%	0.4%	i	1.0	-3	843	-10%	.	1%	-1%
